Assay outcomes as filed in PubChem.
D3 ag: D3 dopamine receptor (human) agonism; P35462; D3R DiscoveRx beta-arrestin cells, luminescence, 90 min; max activation, %; 410,000 tested, 0.58% active; AID 652048; in the data active means max activation above about 30%; further: 0% is about no effect; mostly tested at two doses, the higher about 12 µM
Target sequence (P35462 whole entry, looked up): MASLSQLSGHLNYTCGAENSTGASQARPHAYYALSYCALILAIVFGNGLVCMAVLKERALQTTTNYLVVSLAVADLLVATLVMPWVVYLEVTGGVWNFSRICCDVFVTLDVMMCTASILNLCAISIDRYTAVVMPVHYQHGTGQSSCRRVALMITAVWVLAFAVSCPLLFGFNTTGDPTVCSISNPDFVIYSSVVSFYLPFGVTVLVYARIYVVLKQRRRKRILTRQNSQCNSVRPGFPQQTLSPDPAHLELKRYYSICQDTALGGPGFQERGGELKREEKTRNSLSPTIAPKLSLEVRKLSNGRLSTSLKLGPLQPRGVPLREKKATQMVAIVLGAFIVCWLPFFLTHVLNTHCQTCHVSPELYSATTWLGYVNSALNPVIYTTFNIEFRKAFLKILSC
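Agonist mode: compounds and dopamine controls were applied to plated cells for 90 min at 37 degrees C after an overnight attachment at 1500 cells/well. Luminescent read-out followed 30 - 60 minutes at room temperature with DiscoveRx detection reagent.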
GLP1R cytotox: cytotoxicity counter-screen for GLP-1 receptor inverse agonists | HEK293 cAMP-luciferase reporter cells, luminescence, 24 h | Potency, µM (titrated, usually from 38.3 µM), inactives show at the top dose activity change, negative = inhibition, most hits filed as inhibitors | 410,000 tested, 0.13% active; active means well fitted inhibition curve with a large enough effect; inconclusive means small, poorly fitted or top-dose-only effect, or another doubt; inactive means no such curve, though single readings can be large or run the other way;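 further: loss of luciferase light is scored as toxicity; potency means the concentration at half of the fitted maximal effect; on the % scale 0 is the no-effect control and ±100 the full control effect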
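Cells in DMEM/10% Nu serum/1% pen-strep, 1536-well format. Pre-incubated 12 h, dosed with 23 nL compound, incubated a further 24 h. Luciferase detection, 12 min at room temp, luminescence.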
Numbers without * were called inactive; ? = inconclusive. Some of the compounds tested. The share of hits here may be higher or lower than overall.

SMILES	D3 ag	GLP1R cytotox
CCOc1ccc(CCNC(=O)C2CCN(C(=O)N3CC(CC)Oc4ccc(C)cc43)CC2)cc1 (configuration not stated)	8.9	0.5%
CCOc1ccc(CNC(=O)CN2N=C(c3ccccc3)CCC2=O)cc1OC	49.5*	2.4%
CSc1ncc(Cl)c(C(=O)Nc2ccc(S(=O)(=O)N3CCCC(C)C3)cc2)n1 (configuration not stated)	-4.7	2.1%
CC(C)c1cnc2c(c1SCC(=O)Nc1cccc(F)c1)c(=O)n(C)c(=O)n2C	3.8	-4.5%
Cc1cccc(CSc2nc3ccncc3n2CC(=O)N(C)C2CCCCC2)c1	-12.9	0.9%
O=C(CCCn1ccc2cc(S(=O)(=O)N3CCCC3)ccc21)NCc1ccc(Cl)cc1	-0.1	-17.6%
Cc1nn2c(=O)cc(COC(=O)c3ccc(NC(=O)C4CCCCC4)cc3)nc2s1	9.2	-11.3%
CC(=O)C1=C(c2cccc([N+](=O)[O-])c2)N(C(C)=O)n2c(nnc2-c2ccc(C)cc2)S1	-4.3	2.2%
Cc1ccc(N(C)C(=O)c2noc3c2CCCCC3)cc1C	-12.9	5.6%
Cc1cccc(Cn2c(SCc3ccc(C(=O)N4CCCCCC4)cc3)nc3ccncc32)c1	-9.7	-20.8%
COc1ccc(C2NC(=O)NC(C)=C2C(=O)Nc2ccccc2)cc1OC (configuration not stated)	-7.5	1.2%
COc1ccc(Cl)cc1S(=O)(=O)NCc1ccc2c(c1)CCN2C(=O)c1cccc(C)c1	-4.1	?
COc1cccc(CNC(=O)c2nn(-c3ccccc3Cl)nc2CO)c1	-11.9	12.8%
O=C(c1noc2c1CCCCC2)N1CCN(c2cccc(Cl)c2)CC1	-6.8	-6.8%
COc1ccc(NC(=O)c2oc3c(c2C)-c2nn(Cc4c(F)cccc4Cl)cc2CC3)c(OC)c1	-4.1	1.1%
CCCOc1ccc(C(=O)Nc2ccc3oc(-c4cccc(Cl)c4Cl)nc3c2)cc1	5.7	-1.3%
COc1ccc(CNC(=O)c2cccc(N3CCCS3(=O)=O)c2)cc1OC	5.2	-7.5%
O=C(CSc1nncn2c1cc1sccc12)Nc1ccccc1C(F)(F)F	-1.8	8.4%
O=C(CCS(=O)(=O)c1ccccc1)N(Cc1cccnc1)c1nc2ccc(F)cc2s1	-6.1	12.4%
CC(C)NC(=O)C(c1ccccc1)N1Cc2ccccc2C1=O (configuration not stated)	1.0	14.3%
CCOC(=O)c1cccc(NC(=O)N2CC(CC)Oc3ccccc32)c1 (configuration not stated)	7.3	3.6%
Cc1nc2ccc(S(=O)(=O)CCC(=O)Nc3ccc(Cl)cc3)cc2s1	5.4	-6.8%
Cc1cc(Cl)ccc1NC(=O)CCS(=O)(=O)c1ccc2c(c1)CC(C)N2C(=O)C1CC1 (configuration not stated)	0.4	-7.4%
CC(C)CC(=O)Nc1ccc(C(=O)OCc2cc(=O)n3nc(C4CCCCC4)sc3n2)cc1	1.1	4.4%
Cc1ccc(C)c(NC(=O)C2CCN(c3ncnc4c3nc3n4CCCCC3)CC2)c1	-11.2	-0.8%
COc1ccc(Br)c2c1-c1nc(NC(=O)c3cccc(C)c3)sc1C2	-4.6	2.4%
CCOc1ccc(NC(=O)CCS(=O)(=O)c2ccc3c(c2)n(C)c(=O)c(=O)n3C)cc1	4.1	30.7%
COC(=O)c1cnc(N2CCN(c3ccc(OC)cc3)CC2)c2ccccc12	10.3	2.0%
CCCCCSc1nnc2c(n1)OC(CC)Nc1ccc(Br)cc1-2 (configuration not stated)	-1.7	-1.3%
Cc1nn(-c2ccccc2)c2sc(C(=O)Nc3ccc(Cl)cc3Cl)cc12	4.8	-11.1%
COC(=O)c1c(-c2cccs2)csc1NC(=O)c1ccc(C(C)(C)C)cc1	13.8	3.2%
CCC1CN(C(=O)N2CCC(C(=O)NCc3ccccc3F)CC2)c2ccccc2O1 (configuration not stated)	6.9	-12.0%
CCOc1ccccc1CNC(=O)c1ccc2c(c1)nc1n2CCC(C)C1 (configuration not stated)	-12.3	11.2%
COc1ccc(-c2onc(C)c2C)cc1S(=O)(=O)NCc1cccs1	-10.2	-17.8%
Cc1ccccc1CN1C(=O)c2ccccc2Sc2ccc(C(=O)NCCc3ccccc3)cc21	4.2	3.7%
CCc1cccc(NC(=O)CSc2ncccc2C(=O)Oc2ccccc2Cl)c1	6.9	-11.5%
COc1ccc(C(=O)Nc2nnc(S(=O)(=O)N(C)c3ccc(C)cc3)s2)cc1	2.4	-3.7%
CCNC(=O)c1ccc2c(c1)sc1nc(-c3cccc(OC)c3)cn12	4.1	-12.0%
COc1ccc(OC)c(S(=O)(=O)Nc2cc3c(cc2C)n(C)c(=O)c(=O)n3C)c1	5.9	-10.6%
O=C(CSc1nc2ccccc2nc1Cc1ccccc1)N1CCCc2ccccc21	-3.5	6.3%
CCCOc1ccc(OC(=O)c2ccc(-c3ccc(CCC)cn3)cc2)cc1	6.5	2.7%
CCS(=O)(=O)c1ncc(Cl)c(C(=O)N2CCN(c3ccc(OC)cc3)CC2)n1	-19.7	?
CC1Cc2cc(S(=O)(=O)NCc3ccc(F)cc3)ccc2N1C(=O)C1CCC1 (configuration not stated)	-11.9	22.8%
Cc1ccc(NC(=O)C2CCCN(S(=O)(=O)c3cccs3)C2)c(C)c1 (configuration not stated)	4.4	6.9%
Cc1ccccc1CN1C(=O)c2ccccc2S(=O)c2ccc(C(=O)NCc3ccc(Cl)cc3)cc21 (configuration not stated)	-3.2	0.1%
CCCCOc1ccc(C(C)NC(=O)CN2C(=O)CSc3ccc(S(=O)(=O)N4CCOCC4)cc32)cc1 (configuration not stated)	-10.4	5.4%
O=C(Nc1cc2c(cc1C(=O)c1ccc(Br)cc1)OCCO2)c1ccc(Cl)cc1	-1.9	0.9%
COc1cc(C(=O)N2CCc3c([nH]c4ccccc34)C2c2ccccc2)cc(OC)c1OC (configuration not stated)	2.4	-9.6%
CCCc1ccc(S(=O)(=O)N2CCC(c3nnnn3-c3ccc(OC)cc3)CC2)cc1	10.2	-2.3%
COc1ccc(C2=NC(C)(C)N(CC(=O)Nc3ccc(F)c(F)c3)C2=O)cc1	3.6	-1.4%
CCOc1ccc(CNCc2c(C(=O)O)n(Cc3ccccc3C)c3cc(OC)ccc23)cc1OC	-4.3	-6.8%
CCC1Oc2ccc(Cl)cc2N(CC(=O)NCCc2ccc(Cl)cc2)C1=O (configuration not stated)	-25.1	0.3%
Cc1cccc(NC(=O)N2CCC(CN3CCc4ccccc4C3)CC2)c1C	-18.9	2.6%
CCCS(=O)(=O)c1c(S(=O)(=O)CCC)c2cc(C(C)(C)C)ccn2c1C(=O)c1ccc(OC)c(OC)c1	-4.7	-4.3%
CCOC(=O)c1ccccc1NC(=O)c1cc2c(s1)-c1ccccc1SC2	-13.3	2.5%
Cc1ccc(S(=O)(=O)CC(=O)N2CCN(c3nc4c(F)cccc4s3)CC2)cc1	-10.0	-2.5%
COc1ccccc1N1CCN(C(=O)c2ccc3c(c2)N(Cc2ccccc2)C(=O)c2ccccc2S3(=O)=O)CC1	3.8	-5.7%
COc1ccccc1Cc1nc2ccccc2nc1SCC(=O)N(C)c1ccc(F)cc1	-1.8	12.6%
COc1cccc(NC(=O)C(Cc2ccccc2)N2Cc3ccccc3C2=O)c1 (configuration not stated)	-11.2	10.5%
Cc1cccc(NC(=O)c2cc(S(=O)(=O)N3CCc4ccccc43)ccc2F)c1C	7.3	0.1%

Ordered by count of non-hydrogen atoms (largest number first): part of the list above.
SMILES	D3 ag	GLP1R cytotox
COc1ccccc1N1CCN(C(=O)c2ccc3c(c2)N(Cc2ccccc2)C(=O)c2ccccc2S3(=O)=O)CC1	3.8	-5.7%
COc1ccccc1Cc1nc2ccccc2nc1SCC(=O)N(C)c1ccc(F)cc1	-1.8	12.6%
Cc1cccc(NC(=O)N2CCC(CN3CCc4ccccc4C3)CC2)c1C	-18.9	2.6%

The results go on:
SMILES	D3 ag	GLP1R cytotox
Cc1ccc(OCC(=O)Nc2ccccc2OCc2cc(=O)n3ccccc3n2)cc1C	-0.9	10.1%
COc1ccc(NC(=O)c2c(NC(=O)Cc3ccccc3)sc3c2CCCC3)cc1	-8.9	0.0%
Cc1cc(C)cc(NC(=O)C2CCCN2S(=O)(=O)c2ccc3nc(-c4ccccc4)[nH]c3c2)c1 (configuration not stated)	-4.7	-15.6%
COc1cccc(C(=O)Nc2ccc(C(=O)OCc3cc(=O)n4cc(C)sc4n3)cc2)c1	12.3	2.4%
CCOC(=O)c1ccccc1NC(=O)N(Cc1ccc(C)cc1)Cc1cccn1-c1nnc(N2CCCC2=O)s1	-5.5	6.8%
CCC1CN(C(=O)N2CCC(C(=O)NCCc3ccc(OC)cc3OC)CC2)c2cc(C)ccc2O1 (configuration not stated)	-0.8	-18.4%
O=C(CCn1c(=O)c2cccn2c2cccnc21)N1CCN(c2ccc(Cl)cc2)CC1	2.4	-7.2%
COC(=O)c1ccccc1NC(=O)CSc1c2c(nc3ccc(Cl)cc13)CCCC2	-5.2	-11.2%
CCOC(=O)c1ccc(N2CCN(c3cc(C)ccc3C)CC2)c(NC(=O)Nc2ccccc2)c1	18.1	5.6%
COc1ccccc1N1CCN(C(=O)Cn2c(=O)nc(-c3ccccc3)c3cc(Cl)ccc32)CC1	-3.1	12.1%
COC(=O)c1cc2oc3ccccc3c2n1Cc1c(C)cc(C)cc1C	-2.0	-8.7%
COc1ccc(-c2nc3sc(CCNC(=O)Cc4ccc(F)cc4)c(C)n3n2)cc1	15.5	0.4%
Cc1cc(C)c(NC(=O)CSc2nccn2Cc2ccco2)c(C)c1	-8.0	0.8%
COc1ccc2c(c1)CC(C(=O)NCCCN1CCN(c3cccc(Cl)c3)CC1)CO2 (configuration not stated)	7.4	-8.0%
O=C(NCc1ccc(F)cc1Cl)c1ccc(CSCc2ccccc2Cl)o1	-12.4	-0.3%
COc1ccc(C2=NN(S(C)(=O)=O)C(c3cn(-c4ccccc4)nc3-c3cccs3)C2)cc1 (configuration not stated)	5.1	2.4%
O=C(CCCCCn1c(=O)c2sccc2n(CC(=O)Nc2cc(C(F)(F)F)ccc2Cl)c1=O)NCc1ccccc1Cl	-7.4	3.2%
Cc1cc(C)cc(OCCn2c(C3CC(=O)N(c4ccccc4Cl)C3)nc3ccccc32)c1 (configuration not stated)	-13.3	-1.9%
CCOc1ccccc1NC(=O)c1ccc(F)c(S(=O)(=O)N2CCN(c3ccc(F)cc3)CC2)c1	2.4	2.1%
O=c1c(N2CCc3ccccc3C2)csc2ccc(F)cc12	-16.5	11.6%
COc1ccc2nc(NC(=O)c3nc(S(=O)(=O)Cc4ccc(C)cc4)ncc3Cl)sc2c1	-21.0	2.7%
CCC(Cn1nnc2ccccc2c1=O)NC(=O)Nc1ccc(C)cc1 (configuration not stated)	-7.8	9.1%
CCOc1ccccc1NC(=O)CSc1nc(=O)[nH]c2c1CCCC2	10.7	1.2%
O=C(CSc1nc2nccnc2c(=O)n1CCc1c[nH]c2ccccc12)Nc1ccccc1F	5.5	-13.4%
CCc1cccc(-n2nnc(-c3nc(-c4ccccc4Cl)no3)c2N)c1	10.5	8.7%
COC(=O)c1ccc(NC(=O)N2CCC(CN3CCc4ccccc4C3)CC2)cc1	-21.0	2.6%
COC(=O)c1ccc(NC(=O)CC2C(=O)N(c3ccc(F)cc3)C(=O)N2Cc2ccc(OC)cc2)cc1 (configuration not stated)	-8.7	1.5%
CCOC(=O)c1ccc(N2CCN(c3ccc(F)cc3)CC2)c(NC(=O)Nc2ccc(CC)cc2)c1	-3.4	1.6%
COc1ccc(NC(=O)c2sc3nc4c(cc3c2N)CN(Cc2ccccc2)CC4)c(OC)c1	4.3	7.2%
COc1ccc2c(c1)Cc1sc(NC(=O)c3ccccc3Br)nc1-2	-8.0	-16.9%

Entries of single compounds, looked up by structure. Order of values: D3 ag	GLP1R cytotox
Entry for COC(=O)c1ccc(NC(=O)CC2C(=O)N(c3ccc(F)cc3)C(=O)N2Cc2ccc(OC)cc2)cc1 (configuration not stated) → -8.7	1.5%
Entry for O=C(CCCCCn1c(=O)c2sccc2n(CC(=O)Nc2cc(C(F)(F)F)ccc2Cl)c1=O)NCc1ccccc1Cl → -7.4	3.2%
Entry for CCOc1ccccc1NC(=O)CSc1nc(=O)[nH]c2c1CCCC2 → 10.7	1.2%
Entry for O=c1c(N2CCc3ccccc3C2)csc2ccc(F)cc12 → -16.5	11.6%
Entry for O=C(CSc1nc2nccnc2c(=O)n1CCc1c[nH]c2ccccc12)Nc1ccccc1F → 5.5	-13.4%

(more compounds)
SMILES	D3 ag	GLP1R cytotox
Cc1ccc(Cn2c3ccccc3c3cnn(CC(=O)Nc4cc(Cl)ccc4C)c(=O)c32)cc1	2.8	0.4%
Cc1ccc(NC(=O)Cn2nnc(-c3nc(-c4ccncc4)no3)c2N)c(C)c1	4.7	-4.0%
COc1ccccc1NC(=O)C1CCC(CNS(=O)(=O)c2ccc3c(c2)CC(C)N3C(C)=O)CC1 (configuration not stated)	14.3	-17.0%
Cc1ccc(C)c(CN2C(=O)c3ccccc3S(=O)(=O)c3ccc(C(=O)NCCCN4CCCC(C)C4)cc32)c1 (configuration not stated)	-19.4	?
CCCCn1cc(S(=O)(=O)c2cccc(C)c2)c(=O)c2cc(F)c(N3CCOCC3)cc21	-4.6	-1.0%
Cc1ccc(C)c(NC(=O)CSc2nc3nccnc3c(=O)n2CCc2c[nH]c3ccccc23)c1	3.8	-16.7%
CCOc1ccc(N2CC(NC(=O)CCc3ccccc3)CC2=O)cc1 (configuration not stated)	6.1	-1.4%
CCC1CN(C(=O)N2CCC(C(=O)NCc3cccc(C)c3)CC2)c2ccccc2O1 (configuration not stated)	7.4	6.8%
CCc1nn(CC(=O)NCCc2ccc(SC)cc2)c(=O)c2cc3sccc3n12	-19.6	1.0%
